KB-V1 cytotox – qHTS assay for MDR1-selective chemotherapeutics: Primary screen using the drug-selected MDR subline cells KB-V1. actives 3.4% (n = 400,000). KB-V1 MDR cells viability, CellTiter-Glo, 72 h. Potency, µM (doses to about 46.1 µM), inactives show top-dose activity change, negative = cytotoxicity, most hits filed as cytotoxic. AID 1347076, 2019; further: on the % scale 0 is the no-effect control and ±100 the full control effect; nearly all actives have a fitted effect of over 60% in size
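Luminescent ATP read-out (CellTiter-Glo, 10 min) measures survival of drug-selected KB-V1 MDR cells after 72 h, 37 degrees C compound exposure. Medium: phenol-red-free DMEM, 10% FBS. Values from fitted concentration-response curves.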
HEK293 tox – qHTS of GLP-1 Receptor Inverse Agonists: Cytotox Screen; HEK293 cAMP-luciferase reporter cells, luminescence, 24 h; Potency, µM (top dose mostly 38.3 µM), inactives show top-dose activity change, negative = inhibition, actives largely listed as inhibitors; actives 0.13% (n = 410,000); AID 624418, 2012;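 further: loss of luciferase light is scored as toxicity; on the % scale 0 is the no-effect control and ±100 the full control effect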
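1536-well qHTS counterscreen of the MLSMR; 200 cells/uL, 12 h pre-incubation, 23 nL cpd, 24 h at 37 deg C 5% CO2, luciferase detection reagent, 12 min RT, luminescence. Inhibition = undesired.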
SW480 rerep – A quantitative high throughput screen for small molecules that induce DNA re-replication in SW480 colon adenocarcinoma cells; SW480 DNA re-replication, Hoechst DNA content imaging, 48 h; Potency, µM (doses to about 46.1 µM), without a hit: at the top dose re-replication activation, actives largely listed as activators; actives 1.8% (n = 340,000); AID 624297, 2012; further: % of control where 0% means no effect; nearly all actives have a fitted effect of over 55% in size
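Quantitative HTS format with DMSO vehicle controls; 48 hr drug incubation at 37 C, then 40 min Hoechst staining and scanning imager measurement at 405 nm excitation.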
TDP-43 yeast inh – qHTS of TDP-43 Inhibitors | TDP-43 expressing yeast growth rescue, BacTiter-Glo, 24 h | Potency, µM (series often up to 46.1 µM), without a hit: at the highest dose growth rescue (activation), hits mostly activators | AID 652104, 2013 | actives 1.8% (n = 410,000); further: % of control where 0% means no effect; nearly all actives have a fitted effect of over 50% in size
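Luminescence from BacTiter-Glo reports growth of TDP-43-expressing yeast after 24 hr at 30 deg C with compound. Cells were raffinose-pregrown to mid-log, then seeded in galactose medium at OD600=0.02.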
HT1080 IDH1KD tx – qHTS for induction of synthetic lethality in tumor cells producing 2HG: qHTS for the HT-1080-IDH1KD cell line; HT-1080 IDH1 knockdown viability, ATP luminescence, 48 h; actives 2% (n = 360,000); Potency, µM (series often up to 46.1 µM), for the others: at the top dose activity, negative = toxicity, usual class: cytotoxic; AID 686971, 2013;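 further: 0% = DMSO wells and -100% = cell-free medium wells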
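IDH1KD HT-1080 cells, 750/well, RPMI + 5% FBS; compound pinned after 2 h settling; 48 h, 37 °C; CellTiter-Glo luminescence; % activity normalised to DMSO and no-cell wells; curves fitted, classed by r2 and efficacy.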
KB-3-1 cytotox – qHTS assay for MDR1-selective chemotherapeutics: Primary screen using the parental adenocarcinoma cell KB-3-1. actives 1.4% (n = 400,000). Potency, µM (titrated, usually from 46.1 µM), for the others: at the highest dose activity change, negative = cytotoxic, hits mostly cytotoxic. KB-3-1 viability, CellTiter-Glo ATP luminescence, 72 h; further: on the % scale 0 is the no-effect control and ±100 the full control effect; nearly all actives have a fitted effect of over 60% in size
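Multi-concentration cytotoxicity screen in KB-3-1 cells grown in DMEM lacking phenol red with 10% FBS. After 72 h at 37 °C with compound, ATP-dependent luminescence was recorded.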
GLP1R ag – qHTS of GLP-1 Receptor Agonists; HEK293 GLP-1R CRE-luciferase, luminescence, 4-6 h; cells express a hypersensitive GLP-1R form; Potency, µM (highest dose often 45.6 µM), without a hit: at the top dose activation, hits mostly activators; AID 624172, 2012; actives 0.007% (n = 380,000); further: % of control where 0% means no effect
Target sequence (P43220 whole entry, looked up): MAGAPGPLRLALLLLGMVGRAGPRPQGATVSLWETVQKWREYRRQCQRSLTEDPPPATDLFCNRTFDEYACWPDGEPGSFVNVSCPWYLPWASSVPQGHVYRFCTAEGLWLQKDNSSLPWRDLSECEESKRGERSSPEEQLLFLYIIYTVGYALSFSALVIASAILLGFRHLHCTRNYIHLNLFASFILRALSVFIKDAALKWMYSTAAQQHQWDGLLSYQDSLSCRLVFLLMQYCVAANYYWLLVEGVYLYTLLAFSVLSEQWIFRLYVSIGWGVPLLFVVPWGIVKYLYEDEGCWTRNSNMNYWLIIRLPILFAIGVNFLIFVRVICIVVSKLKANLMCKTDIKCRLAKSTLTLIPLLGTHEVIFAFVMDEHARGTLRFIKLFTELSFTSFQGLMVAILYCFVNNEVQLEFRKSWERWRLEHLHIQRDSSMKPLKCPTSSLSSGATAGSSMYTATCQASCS
HT1080NT lethal – qHTS for induction of synthetic lethality in tumor cells producing 2HG: qHTS for the HT-1080-NT fibrosarcoma cell line | HT-1080-NT fibrosarcoma viability, CellTiter-Glo ATP luminescence, 48 h | Potency, µM (series often up to 46.1 µM), without a hit: top-dose activity, negative = less viability, actives largely listed as cytotoxic | actives 1.6% (n = 360,000);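 further: NT is the 2HG producing partner of a matched IDH1 knockdown line; 0% = DMSO-treated cells and -100% = media-only wells without cells; nearly all actives have a fitted effect of over 55% in size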
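HT-1080-NT; 750 cells/well; 5% FBS RPMI; 48 h compound, 37 degrees C; CellTiter-Glo luminescence; curve fitting and curve-class assignment.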
GLP1R inv ag – qHTS of GLP-1 Receptor Inverse Agonists (Inhibition Mode). Potency, µM (top dose mostly 38.3 µM), for inactives: top-dose activity change, negative = inhibition, actives largely listed as inhibitors. actives 1.6% (n = 410,000). AID 624417, 2012. HEK293 GLP-1R CRE-luciferase, luminescence, 24 h; GLP-1R form is constitutively active. Glucagon-like peptide 1 receptor (Homo sapiens), P43220; further: on the % scale 0 is the no-effect control and ±100 the full control effect; nearly all actives have a fitted effect of over 55% in size
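Inverse agonism was detected as reduced cAMP-driven luciferase luminescence after 24 h compound treatment. The cells were HEK293 clones expressing constitutively active human GLP-1R with the reporter. Reporter-only and GPR119 cell lines served as counterscreen controls.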
Numbers without * were called inactive; ? = inconclusive; / = not tested or not shown; & = joins results of further samples; [ ] = another dose, or the depositor's remark. The call rests on the fitted dose curve; in most records, active means well fitted curve in the direction sought with a large enough effect; inconclusive means small, poorly fitted or top-dose-only effect, or another doubt; inactive means no such curve, though single readings can be large; an effect the other way counts as inactive or inconclusive. Potency means the concentration at half of the fitted maximal effect. Outcome played no part in choosing rows. Share with any hit: about 9.4%.

canonical_smiles,KB-V1 cytotox,HEK293 tox,SW480 rerep,TDP-43 yeast inh,HT1080 IDH1KD tx,KB-3-1 cytotox,GLP1R ag,HT1080NT lethal,GLP1R inv ag
CC1(c2ccccc2)CC(c2ccccc2)=Nc2ccccc2N1 (stereo not drawn),-22%,25%,3%,15%,-1%,2%,8%,0%,7%
Cc1ccc(C2=C/C(=C\c3cccnc3)C(=O)O2)cc1,0%,-6%,-83%[inhibitor],-10%,4%,-2%,-1%,10%,13%
O=C(Cn1c(SCC(=O)NC2CCCC2)nnc1-c1ccncc1)Nc1ccc2c(c1)OCO2,7%,0%,-1%,?,-4%,0%,0%,-8%,16%
Cc1ccc(O)c(C=Nc2ccc3[nH]ncc3c2)c1,0%,-11%,-8%,13%,15%,8%,1%,2%,-3%
COc1cc(OC)c(NC(=O)C(C)n2nc(-c3ccc(C)c(C)c3)ccc2=O)cc1Cl (stereo not drawn),-8%,2%,/,13µM*,/,-30%,/,/,?
O=C(NNC(=S)Nc1ccccc1)c1cccc(Br)c1,-28%,-1%,-2%,24%,6%,-1%,-1%,12%,2%
CCOC(=O)c1ccc(COC(=O)c2nonc2N)cc1,0%,-18%,-13%,-4%,9%,10%,-8%,13%,3%
COc1cccc(CNC(=O)c2ccc(Cl)c(S(=O)(=O)N3CCOCC3)c2)c1,-3%,5%,-11%,17%,-1%,?,-1%,-4%,-14%
COc1ccc(CNc2ccc(N3CCOCC3)cc2)cc1,4%,0%,-8%,-12%,2%,0%,9%,0%,16%
Fc1ccc(N2CCN(c3nc4ccccc4c4nc(-c5cccnc5)nn34)CC2)cc1,2%,-4%,/,6%,/,4%,/,/,0%
CNCc1ccccc1Sc1ccc(O)c(O)c1,23µM*,1%,?,1%,?,-23%,-59%[inhibitor],-11%,-23%
COc1cc(C(=S)N2CCOCC2)cc(OC)c1OC(=O)c1ccc(F)cc1,0%,-4%,-8%,-21%[1.82 µM],-4%,0%,9%,-4%,-46%
CCOc1ccc(C(=O)NC(C(=O)NCC2CCCO2)C(C)C)cc1 (stereo not drawn),-37%,-6%,-6%,12%,0%,7%,14%,7%,2%
NC(=O)CC[C@H](NC(=O)c1ccc(F)cc1)C(=O)OCC(=O)NCc1ccc(F)cc1,-2%,-9%[7.66 µM],1%,0%[9.22 µM],-10%,-2%,3%,1%,-8%[7.66 µM]
COc1nc(-c2ccccc2)ccc1-c1noc(-c2ccccc2Br)n1,1%,-6%,/,4%,/,2%,/,/,1%
O=C(CSc1nc(=O)n(CCN2CCOCC2)c2c1CCCC2)Nc1ccc(F)cc1F,-7%,4%,0%,-1%,-2%,7%,3%,-2%,2%
CC(C)NC(=O)C1(C)CCCN1C(=O)c1ccccc1Br (stereo not drawn),-1%,5%,/,0%,19%,0%,-6%,?,8%
NC(=O)c1ncc(C(F)(F)F)cc1Oc1cccnc1,?,-1%[7.66 µM],-3%,-16%[9.22 µM],4%,12%,2%,9%,13%[7.66 µM]
CCCCOc1ncnc2c1[nH]c1ccc(OCC)cc12,?,-10%,-9%,4%,22%,12%,-5%,?,5%
O=C(Nc1ccc(S(=O)(=O)N2CCCCC2)cc1)c1ccco1,-16%,-10%,-19%,1%,-1%,2%,13%,-21%,-6%
CCOc1ccc(-c2onc(C(F)(F)F)c2-c2cscn2)c(O)c1,-10%,-20%,12%,-8%,?,-22%,-8%,-27%,-10%
CC(=O)N1CCN(CC(=O)Nc2ccccc2Sc2ccc(Cl)cc2)CC1,5.8µM*,-5%,2%,-25%,-4%,?,2%,2%,2%
O=C(CCNS(=O)(=O)c1ccc(Cl)cc1)NCc1cccnc1,16%,5%,-1%,3%,0%,-5%,-16%,20%,0%
Cc1noc(C)c1S(=O)(=O)Nc1ccc2c(c1)C(=O)N([C@H](C)CO)C[C@H](C)[C@@H](CN(C)Cc1ccc(C(=O)O)cc1)O2,22%,?,-33%[inhibitor],-6%,0%,22%,0%,11%,4%
COc1ccc(NC(=O)CNC(=O)c2sc3ccccc3c2Cl)c(OC)c1,-7%,-17%,-8%,19%,?,-10%,1%,?,-12%
CC(=O)Nc1ccc(NC(=O)COC(=O)c2cnccn2)cc1,4%,-6%,-14%,-8%[1.82 µM],3%,10%,4%,1%,8%
CCOc1cc(CNCc2ccc(C(=O)O)cc2)ccc1OC,10%,0%,-2%,-13%,22%,-4%,5%,7%,15%
CC(C)(C)c1ccc(CC(=O)N2CCC2(C)C(=O)NS(=O)(=O)c2ccccc2Cl)cc1 (stereo not drawn),14%,-1%,/,-2%,20%,0%,-3%,?,?
Cc1nn(-c2ccccc2)c(OC(=O)c2ccccc2F)c1S(=O)(=O)c1ccccc1,?,0%,/,18%,/,-5%,-1%,/,-11%
COc1ccc(N2CC(C(=O)N3CCC4(CC3)CC(=O)c3ccccc3O4)CC2=O)cc1 (stereo not drawn),?,-17%,-6%,25%,-1%,1%,-9%,?,?

The results go on.
canonical_smiles,KB-V1 cytotox,HEK293 tox,SW480 rerep,TDP-43 yeast inh,HT1080 IDH1KD tx,KB-3-1 cytotox,GLP1R ag,HT1080NT lethal,GLP1R inv ag
Cc1cc(C)nc(NC(=O)/C=C/c2ccccc2Cl)c1,?,3%,-2%,13µM*,15%,-12%,2%,-3%,?
O=c1[nH][nH]c(C(F)(F)F)c1C=Nc1cccc(Cl)c1,-3%,-11%,-2%,9%,0%,3%,-12%,25%,8%
O=C(CC1CCCCC1)NCc1ccco1,?,1%,6%,17%,-2%,-3%,1%,0%,-9%
COc1ccccc1-c1c(C)nn2c(N3CCOCC3)cc(C)nc12,14%,-4%,-18%,7%,-3%,-1%,16%,2%,10%
O=C(CSc1ccc2ccccc2n1)NC1CC1,-25%,-1%,-6%,-19%,11%,?,7%,14%,42%[activator]
Cc1noc(C)c1C(=O)N1CCCC(C(=O)c2ccc(Cl)cc2)C1 (stereo not drawn),-2%,-14%,?,-17%,13%,-8%,13%,22%,-27%
CC(=NCCN1CCN(C(=S)Nc2ccccc2)CC1)C1=C(O)CC(C)(C)CC1=O,11%,-9%,1%,-24%,3%,11%,5%,11%,-11%
O=c1[nH]c(CSc2nnc(-c3ccncc3)n2Cc2ccco2)nc2ccccc12,-4%,-20%,-1%,8%,-1%,1%,2%,-1%,-8%
CC(CN1CC(=O)NC(=O)C1)N1CC(=O)NC(=O)C1 (stereo not drawn),2%&-13%,-28%,-4%,0%,-1%,?,-3%&-5%,-6%,10%
Cc1ccc(C)c(S(=O)(=O)Nc2cc3c4c(c2)CCN4C(=O)CC3)c1,?,3%,18%,-21%,-20%,?,24%,-17%,83%[activator]
COc1ccc2oc(C(=O)OCc3c(C)noc3C)c(C)c2c1,?,-10%,3%,-11%,-5%,-15%,26%,-7%,1%
CCO[C@@H]1OC(C(=O)NCc2nc3ccccc3[nH]2)=C[C@H](c2csc3ccccc23)[C@H]1CCCO,4%,12%,19%,7%,?,?,8%,?,?
CCC(=O)Nc1cccc(-c2cn3c(C)csc3n2)c1,0%,-7%,/,16%,/,12%,1%,/,9%
CNC(=O)NNC(=O)c1csc(-c2ccc(C(F)(F)F)cc2Cl)n1,2%,-3%,-124%[inhibitor],-6%,-8%,15%,7%,-5%,-15%
COc1ccc(Nc2nc(N)c([N+](=O)[O-])c(NCCO)n2)cc1,6%,0%,-2%,3%,-14%,?,21%,5%,21%
O=C(Nc1cccc(-c2cn3c(n2)SCC3)c1)c1ccc2ccccc2n1,-24%,-21%,2%,13%,-6%,-2%,8%,-24%,?
Nc1nnc(SCc2ccccc2F)n1-c1ccccc1,3%,-5%,-3%[9.22 µM],7%,6%,-4%,7%,0%,3%
COC(=O)c1ccc2nc(-c3ccco3)c(Cc3ccc(C)cc3)n2c1,0%,-5%,/,20µM*,?,0%,27%,?,10%
OCCCNc1ncnc2oc(-c3ccccc3)c(-c3ccccc3)c12,?,-4%,-6%,8%,?,?,29%,?,61%[activator]
CCOC(=O)C1CCCN(C(=O)c2cccc(S(=O)(=O)N3CCCC3)c2)C1 (stereo not drawn),-29%,0%,-5%,-2%,0%,-1%,-8%,2%,-3%
CC(C)N1CCN(CC#Cc2ccccc2)CC1CCO (stereo not drawn),5%,2%,-1%,-5%,0%,3%,-3%,-1%,10%
Cc1ccc(C)c(OCCn2cc(/C=C(\C#N)C(=O)NCc3cccs3)c3ccccc32)c1,-1%,5%,?,9%,-19%,9%,5%,-3%,0%
COc1ccc2[nH]c(=O)c(CN(C(=O)c3cccc(Cl)c3)c3cccc(C)c3)cc2c1,-29%,-5%,/,?,/,-3%,/,/,11%
CN(CC1CCCO1)S(=O)(=O)c1ccc(C(=O)Nc2ccc([N+](=O)[O-])cc2)cc1 (stereo not drawn),/,-4%,18%,-28%,?,/,-4%,?,?
CCCCN1CCNC1=S,-3%,0%,-4%,-12%,18%,6%,12%,27%,1%
COc1ccc(C(C)(O)c2nc(-c3ccc(S(C)(=O)=O)cc3)cs2)cc1 (stereo not drawn),-9%,1%,/,?,17%,-1%,1%,13%,26%

Source: PubChem (National Center for Advancing Translational Sciences (NCATS))
